SMN2 splice enh = SMN2 splice variant enhancement; HEK293 SMN2-luciferase splicing reporter, luminescence, 30-36 h; Potency, µM (highest dose often 46.1 µM), inactives show at the top dose activity change, positive = activation, most hits filed as activators; hit rate 2.8% among 210,000; also: % of control where 0% means no effect; nearly all actives have a fitted effect of over 55% in size
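HEK293 cells carry an SMN2 […]–luciferase reporter in which exon 7 inclusion puts luciferase in frame. Cells were plated 10-12 h before compound addition, then incubated 30-36 h at 37C. ONE-Glo luminescence was read; sodium butyrate at 4.5 mM final served as control.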
RGS12 GoLoco inh = RGS12 GoLoco-Gai1 interaction inhibition | Potency, µM (titrated, usually from 61.6 µM), inactives show top-dose activity, negative = inhibition, hits mostly inhibitors | hit rate 0.44% among 230,000 | P63096 | AID 880 | Gai1:RGS12 GoLoco peptide FP, rhodamine, 10 min; active = well fitted inhibition curve with a large enough effect, not every such curve was filed as active; inactive = no such curve, though single readings can be large or run the other way; also: % is scaled to controls: 0 for no effect and ±100 for the full control effect; nearly all actives have a fitted effect of over 30% in size; many of its hits are not listed in these tables
Target sequence (P63096 whole entry, looked up): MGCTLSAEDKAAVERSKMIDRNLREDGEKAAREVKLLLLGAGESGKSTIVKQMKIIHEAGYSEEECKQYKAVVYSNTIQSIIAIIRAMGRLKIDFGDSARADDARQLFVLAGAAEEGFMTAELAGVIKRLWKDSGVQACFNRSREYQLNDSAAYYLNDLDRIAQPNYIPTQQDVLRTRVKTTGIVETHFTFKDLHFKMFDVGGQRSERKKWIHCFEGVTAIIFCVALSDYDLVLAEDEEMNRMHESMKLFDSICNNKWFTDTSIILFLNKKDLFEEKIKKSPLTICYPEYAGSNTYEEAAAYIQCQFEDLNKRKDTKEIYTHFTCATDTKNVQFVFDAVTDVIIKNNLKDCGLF
NPSR antagonist = neuropeptide S receptor (human) antagonism, cAMP. CHO-NPSR cells, cAMP TR-FRET, antagonist mode. Q6W5P4. Potency, µM (series often up to 38.3 µM), for the others: top-dose activity change, negative = inhibition, hits mostly inhibitors. hit rate 1% among 220,000. AID 1461; also: % is scaled to controls: 0 for no effect and ±100 for the full control effect; nearly all actives have a fitted effect of over 50% in size; many of its hits are not listed in these tables
Target sequence (Q6W5P4 whole entry, looked up): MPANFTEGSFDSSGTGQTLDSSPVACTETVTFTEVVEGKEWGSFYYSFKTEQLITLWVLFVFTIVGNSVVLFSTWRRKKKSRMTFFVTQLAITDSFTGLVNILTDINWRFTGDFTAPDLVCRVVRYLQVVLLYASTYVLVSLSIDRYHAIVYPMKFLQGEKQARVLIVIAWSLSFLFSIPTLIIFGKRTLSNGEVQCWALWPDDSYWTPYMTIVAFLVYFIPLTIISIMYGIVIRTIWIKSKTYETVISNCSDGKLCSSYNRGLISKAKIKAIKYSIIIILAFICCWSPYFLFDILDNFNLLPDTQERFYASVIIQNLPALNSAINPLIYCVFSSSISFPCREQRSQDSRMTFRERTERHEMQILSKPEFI
KinaseGlo FLuc = Kinase-Glo luciferase inhibition (counter-screen) | Q27757 | hit rate 0.28% among 200,000 | Potency, µM (series often up to 38.3 µM), inactives show at the highest dose activity change, negative = inhibition, usual class: inhibitors | Kinase-Glo luciferase, ATP luminescence, 8 min | AID 1379; also: % is scaled to controls: 0 for no effect and ±100 for the full control effect; nearly all actives have a fitted effect of over 60% in size
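Inhibition of Kinase-Glo luciferase light generation was assessed at 10 uM ATP in pH 7.2 imidazole buffer, with luminescence measured after eight minutes at ambient temperature.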
RECQ1 inh = RECQ1 (human) helicase inhibition; P46063; RECQ1 DNA unwinding, red fluorescence kinetic read; Potency, µM (titrated, usually from 57.3 µM), for inactives: at the highest dose activity, negative = inhibition, actives largely listed as inhibitors; hit rate 0.54% among 240,000; AID 2549;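 also: plate controls were vehicle for no effect and no enzyme for full effect; nearly all actives have a fitted effect of over 30% in size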
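RECQ1T1 50 nM; forked duplex (20 bp + 30-nt ss tails) 200 nM, ATP 2 mM final; pH 8.0, 2 mM MgCl2, 2.5 ug/ml poly(dI-dC); 15 min compound preincubation; discontinuous kinetic read over 2 h at RT.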
Epigenetic derep = epigenetic control regulation, reporter derepression; hit rate 0.2% among 280,000; murine LDR cells, GFP reporter derepression, 30 h; Potency, µM (doses to about 53.9 µM), without a hit: at the highest dose GFP activation, usual class: activators; also: % of control where 0% means no effect; nearly all actives have a fitted effect of over 60% in size
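Readout is the number of GFP-expressing murine LDR cells, counted by cytometry following washing. Cells were treated with compound for 30 h at 37 C; the stably integrated CMV-GFP locus is normally silent.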
IMPase Li cell = membrane-permeable IMPase blocker, potentiated with lithium | hit rate 0.35% among 210,000 | AID 1457 | CHO-M1 cells, IP1 TR-FRET (IP-One), carbachol + lithium | Potency, µM (top dose mostly 59.4 µM), inactives show at the top dose activity, negative = IMPase inhibition, actives largely listed as inhibitors;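 also: IP1 builds up when IMPase is blocked and the TR-FRET signal falls; plate controls were basal vehicle for no effect and high inhibitor control for full effect; nearly all actives have a fitted effect of over 50% in size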
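Lithium-sensitised IP1 accumulation assay; M1-expressing CHO cells treated 30 min at 37C with compound. Competitive antibody detection by time-resolved FRET followed a 10 min room-temperature lysis step.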
KDM4E inh = blocks human JMJD2E demethylase activity. B2RXH2. JMJD2E catalytic domain, FDH-coupled NADH fluorescence (FDH is formaldehyde dehydrogenase). Potency, µM (series often up to 57.1 µM), inactives show at the top dose activity change, negative = inhibition, actives largely listed as inhibitors. hit rate 1.6% among 230,000; active = well fitted inhibition curve with a large enough effect, not every such curve was filed as active; inconclusive = small, poorly fitted or top-dose-only effect, or another doubt; inactive = no such curve, though single readings can be large or run the other way;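 also: 0% = wells with enzyme and -100% = buffer wells without enzyme; nearly all actives have a fitted effect of over 50% in size; many of its hits are not listed in these tables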
Target sequence (B2RXH2 1-337 limits assumed): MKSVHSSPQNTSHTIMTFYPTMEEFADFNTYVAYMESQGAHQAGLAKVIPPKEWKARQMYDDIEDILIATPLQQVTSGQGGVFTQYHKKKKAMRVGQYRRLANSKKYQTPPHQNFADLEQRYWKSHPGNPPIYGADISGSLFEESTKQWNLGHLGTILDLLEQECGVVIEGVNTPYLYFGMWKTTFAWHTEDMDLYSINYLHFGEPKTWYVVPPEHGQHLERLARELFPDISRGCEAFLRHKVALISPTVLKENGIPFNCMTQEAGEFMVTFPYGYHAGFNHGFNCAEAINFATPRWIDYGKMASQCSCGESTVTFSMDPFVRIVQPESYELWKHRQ
* = called active by the depositor; i = inactive; ? = inconclusive; · = no result given; [ ] = remark or other dose. Unless noted, calls follow the shape of the dose curve; as a rule, active = well fitted curve in the direction sought with a large enough effect; inconclusive = small, poorly fitted or top-dose-only effect, or another doubt; inactive = no such curve, though single readings can be large; an effect the other way counts as inactive or inconclusive. Potency is read from the fitted curve at half-maximal effect.

SMILES	SMN2 splice enh	RGS12 GoLoco inh	NPSR antagonist	KinaseGlo FLuc	RECQ1 inh	Epigenetic derep	IMPase Li cell	KDM4E inh
Cc1nn(CC(=O)NCc2cccc3ccccc23)c(=O)c2ccccc12	10.7%	-3.4%	-2.0%[46.1 µM]	-1.6%	-6.1%	-0.2%	-36.2%[38.3 µM]	-4.1%
O=C(NC(=S)N1CCN(c2ccc([N+](=O)[O-])cc2)CC1)c1ccccc1	-8.5%	13.3%	-29.9%	0.4%	-13.6%	?	-1.5%	4.8%
CCc1ccc(NC(=O)C(=O)N/N=C(\C)CC(=O)NCc2ccc(Cl)cc2)cc1	-0.7%	-1.8%	-1.6%	0.2%	i	-1.2%	?	52.4%[activator]
CC(C)(C)NC(=O)COC(=O)CNC(=O)c1cc(Cl)cc([N+](=O)[O-])c1	9.9%	-15.2%	-1.0%[46.1 µM]	0.4%	-11.2%	0.0%	-1.5%	-3.7%
O=C(NC1=NCCS1)c1ccncc1	6.5%	-0.8%	9.7%[46.1 µM]	0.9%	i	-0.9%	3.4%[38.3 µM]	-4.1%
COc1ccccc1OCC(=O)N/N=C1/C=C(C)CC1	-11.9%	7.2%	2.8%	-1.4%	-1.5%	0.0%	-3.7%	4.3%
CCN(CC)C(=O)COc1ccc(N(C)S(=O)(=O)c2ccc(NC(C)=O)cc2)cc1	·	1.0%	4.7%	·	-13.3%	0.0%	·	2.8%
Cc1ccc[n+](-c2[nH]c(=O)sc2/C=N/N=C(\[O-])CCn2c3ccccc3c3ccccc32)c1	·	1.0%	46.1%	·	1.3%	-2.4%	·	4.1%
O=C(CSc1ccc(-c2ccc3c(c2)OCO3)nn1)Nc1nccs1	·	8.2%	-29.3%	-10.0%	-3.5%	6.9%	?	-0.2%
Nc1ncnc2c1[nH]c(=O)n2C1OC(CO)C(O)C1O (stereo unspecified)	-6.4%	1.3%	·	-0.1%	-4.1%	-1.4%	1.5%	0.8%
Cn1c(=O)c2c(nc(N3CCCCCC3)n2CC(=O)c2ccc(Br)cc2)n(C)c1=O	?	7.8%	-20.9%[46.1 µM]	-2.8%	8.4%	8.6%	27.8%[38.3 µM]	-3.2%
NNC1=N[C@H]2CS(=O)(=O)C[C@H]2S1	0.1%	-3.3%	?	3.7%	-6.1%	0.0%	-4.8%	6.8%
CCCOc1ccc(C(=O)NC(=S)Nc2nc3ccccc3s2)cc1	-1.3%	-8.2%	-10.6%[46.1 µM]	-2.6%	i	-1.2%	?	-2.2%
CCCCc1cc(=O)oc2cc(OCc3nn[nH]n3)ccc12	·	5.6%	12.9%	·	0.9%	-1.0%	·	?
O=C(c1cccs1)n1nc(-c2ccc(Cl)cc2)nc1NCc1ccco1	?	-3.2%	-24.0%[46.1 µM]	-0.2%	-12.7%	1.2%	-10.0%[38.3 µM]	?
O=C1NCCCC1C(=O)NCCNC(=O)C(F)(F)F (stereo unspecified)	-0.4%	4.9%	0.1%[46.1 µM]	-4.7%	6.2%	-0.2%	-13.1%[38.3 µM]	3.3%
CCN(c1ccccc1)S(=O)(=O)c1cc(C(=O)Nc2ccccc2Cl)ccc1F	-29.5%	-11.6%	-19.3%[46.1 µM]	3.4%	-0.1%	0.0%	15.3%	?
COc1ccc2[nH]c(=O)c(CNc3ccccc3)cc2c1	·	·	-12.8%[46.1 µM]	·	6.9%	-1.0%	·	-0.8%
CC(C)(C)c1ccc(CNC(=O)c2ccc3c(c2)NC(=O)CO3)cc1	-8.2%	7.9%	-19.5%	-3.2%	-12.4%	-1.1%	?	-2.9%
CCn1c(SCC(=O)Nc2ccc(C)cc2)nnc1-c1ccccn1	·	-5.2%	?	·	5.2%	7.6%	·	-10.8%
CC(C(=O)c1ccc(-c2ccccc2)cc1)[n+]1ccccc1 (stereo unspecified)	-33.7%[inhibitor]	5.4%	7.1%[46.1 µM]	-0.9%	-10.2%	-1.0%	15.0%[38.3 µM]	4.7%
O=C(Nc1ccccc1)N(Cc1cccs1)C1CCCC1	11.9%	1.5%	3.6%[46.1 µM]	6.6%	-8.4%	1.9%	16.1%[38.3 µM]	-3.3%
Fc1cccc(Cl)c1CSc1nnc(CN2CCOCC2)n1-c1ccccc1	-9.7%	10.4%	-12.0%[46.1 µM]	-1.4%	-6.3%	-0.2%	-8.4%[38.3 µM]	-2.0%
Cc1cc(=O)oc2c3c(ccc12)OC/C3=N/N	·	3.6%	5.7%	·	0.4%	2.4%	·	?
COC(=O)c1cn(NC(=O)C2CCC(C(C)(C)C)CC2)c(=O)c2ccccc12 (stereo unspecified)	-2.8%	-9.9%	-0.1%[46.1 µM]	-0.9%	-7.8%	-1.1%	3.7%[38.3 µM]	2.5%
CCCCCCCCS(=O)C1CCS(=O)(=O)C1 (stereo unspecified)	2.0%	-1.1%	3.9%[46.1 µM]	-0.5%	1.2%	-0.9%	-9.4%[38.3 µM]	-2.9%
N/C(=N\N=C\c1ccc2c(c1)OCO2)SC1CC(=O)N(c2ccc(C(=O)O)cc2)C1=O (stereo unspecified)	16.3%	32.0%	10.5%	0.2%	8.2%	-1.5%	9.5%	-0.6%
O=C(NCc1ccncc1)Nc1ccccc1Cl	-10.5%	8.0%	-2.1%[46.1 µM]	-2.9%	-2.6%	-4.8%	-0.3%[38.3 µM]	7.1%
Cc1ccc(-c2nc3ccccc3nc2Cl)cc1	15.2%	7.7%	-32.7%	4.0%	i	-1.9%	14.5%	-8.7%
O=c1sc(Nc2ccccc2)nc2ccsc12	0.9%	-3.7%	17.7%[46.1 µM]	-3.0%	i	0.8%	20.5%[38.3 µM]	-22.2%
COC(=O)C1CCN(C(=O)COC(=O)Cc2c[nH]c3ccccc23)CC1	3.0%	1.2%	5.1%[46.1 µM]	-2.9%	-11.6%	-1.1%	-2.9%[38.3 µM]	-4.6%
COc1ccc(C(=O)N/N=C/C(C)c2ccccc2)cc1OC (stereo unspecified)	1.5%	-5.4%	-12.9%[46.1 µM]	-3.1%	i	0.1%	-23.6%[38.3 µM]	12.5%
CC1=C(C(=O)N2CCOCC2)C(c2ccccc2F)C2=C(CCCC2=O)N1 (stereo unspecified)	2.5%	0.3%	-6.1%[46.1 µM]	-0.4%	-0.3%	0.0%	-4.0%	?
COCCN(Cc1cc2cc3c(cc2n2nnnc12)OCO3)C(=O)c1ccccc1F	-8.7%	-5.1%	-20.6%[46.1 µM]	-4.2%	-11.7%	0.0%	-0.4%	-3.4%
COC(=O)c1ccc(C(NC(=O)OCc2ccccc2)/C(C)=C/[C@@H](C)C(=O)NCc2cccnc2)cc1 (stereo partly specified)	-6.9%	-2.2%	·	-0.8%	i	2.7%	1.6%	-1.7%
COc1ccccc1-c1c(C(F)(F)F)oc2cc(OS(C)(=O)=O)ccc2c1=O	-47.9%[inhibitor]	-10.3%	-10.5%[46.1 µM]	2.5%	-2.3%	2.6%	21.0%	-14.7%
Cc1cccc(C(C(N)=O)c2ncc(C(F)(F)F)cc2Cl)c1 (stereo unspecified)	-12.0%	4.1%	-3.6%	2.2%	i	1.6%	-2.3%	4.1%
CCOc1cc(S(=O)(=O)N2CC=C(c3ccc(F)cc3)CC2)c(OCC)cc1-n1cnnn1	1.9%	4.5%	?	-1.0%	i	3.1%	-5.2%[38.3 µM]	?
CC(C)OC(=O)CN1C(=O)C(=O)c2ccccc21	-24.9%	-1.0%	-21.6%[46.1 µM]	-1.5%	5.0%	7.0%	-2.5%	8.3%
COc1ccc(NC(=S)N(C)CC2COc3ccccc3O2)cc1 (stereo unspecified)	·	4.9%	-7.3%	0.4%	-1.7%	1.1%	9.0%	-1.2%

Of the compounds above, these contain an aryl thioether with sulfur outside any ring.
SMILES	SMN2 splice enh	RGS12 GoLoco inh	NPSR antagonist	KinaseGlo FLuc	RECQ1 inh	Epigenetic derep	IMPase Li cell	KDM4E inh
O=C(CSc1ccc(-c2ccc3c(c2)OCO3)nn1)Nc1nccs1	·	8.2%	-29.3%	-10.0%	-3.5%	6.9%	?	-0.2%
CCn1c(SCC(=O)Nc2ccc(C)cc2)nnc1-c1ccccn1	·	-5.2%	?	·	5.2%	7.6%	·	-10.8%
Fc1cccc(Cl)c1CSc1nnc(CN2CCOCC2)n1-c1ccccc1	-9.7%	10.4%	-12.0%[46.1 µM]	-1.4%	-6.3%	-0.2%	-8.4%[38.3 µM]	-2.0%

Additional records.
SMILES	SMN2 splice enh	RGS12 GoLoco inh	NPSR antagonist	KinaseGlo FLuc	RECQ1 inh	Epigenetic derep	IMPase Li cell	KDM4E inh
C=CCn1c(SCc2csc(C)n2)nc2sc3c(c2c1=O)CCC(C)C3 (stereo unspecified)	-41.4%[inhibitor]	-6.7%	?	1.0%	i	-2.0%	10.3%	-12.1%
N#Cc1cc2[nH]c3ccccc3c2[n+](-c2ccc([N+](=O)[O-])cc2)c1N	-41.8%[inhibitor]	8.2%	-45.1%	6.6%	-2.4%	-0.1%	14.2%	-1.3%
O=C(Cn1cncn1)NCc1cccc2ccccc12	-9.6%	34.3%[activator]	-2.3%[46.1 µM]	0.6%	-9.0%	-1.3%	1.8%[38.3 µM]	-3.7%
O=C(N/N=C/c1ccc(O)cc1)c1cccc(N/N=C/c2ccc(O)cc2)c1	·	7.2%	20.6%	·	15.0%	-1.3%	·	-7.3%
COc1cccc(OCCNc2cc(Cl)ccc2[N+](=O)[O-])c1	?	3.3%	-7.8%[46.1 µM]	1.9%	-6.3%	-7.4%	13.3%	-2.6%
CC1CCCCN1C(=O)Cc1ccc(Cl)cc1 (stereo unspecified)	13.8%	11.2%	-1.2%[46.1 µM]	-1.1%	-8.5%	-1.1%	22.8%[38.3 µM]	5.3%
CN(C)C(CNC(=O)C1CCN(S(=O)(=O)c2ccccc2)CC1)c1ccccc1 (stereo unspecified)	·	3.2%	5.4%	·	i	1.6%	·	-28.3%
COc1ccc(-n2cc(CNCC3CC(=O)N(C4CC4)C3)c(-c3ccccc3Cl)n2)cc1 (stereo unspecified)	·	11.7%	27.2%	0.2%	-7.7%	4.3%	-9.7%	2.0%
O=C1NCCc2c1[nH]c1c(Cl)ccc(Cl)c21	·	·	8.7%[46.1 µM]	·	-4.6%	-3.5%	·	-19.4%
Cn1cccc1C(=O)N1CCC2(CCN(Cc3ccc(C#N)cc3)CC2)CC1	-41.2%[inhibitor]	8.4%	·	-1.4%	-7.4%	·	33.8%[activator]	·
O=C(CSc1nnc(-c2ccccc2)o1)NC1CCS(=O)(=O)C1 (stereo unspecified)	·	·	3.0%[46.1 µM]	·	-6.0%	-0.9%	·	6.0%

Screening results as filed in PubChem.

An excerpt; count on the stated rates, not on these rows.
